# From PubChem
# ROC1-CUL1 inh: human ROC1-CUL1 E3 ligase inhibition. P62877+Q13616. in vitro K48 di-Ub FRET, acceptor:donor ratio, 45 min. inhibition, % at 10 µM. hit rate 0.6% among 140,000. AID 1347404; in the data active means inhibition above about 25%
# Target sequence (P62877 whole entry, looked up): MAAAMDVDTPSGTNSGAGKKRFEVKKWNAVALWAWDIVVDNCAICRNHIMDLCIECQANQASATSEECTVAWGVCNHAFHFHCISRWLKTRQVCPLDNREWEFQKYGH
# Target sequence (Q13616 whole entry, looked up): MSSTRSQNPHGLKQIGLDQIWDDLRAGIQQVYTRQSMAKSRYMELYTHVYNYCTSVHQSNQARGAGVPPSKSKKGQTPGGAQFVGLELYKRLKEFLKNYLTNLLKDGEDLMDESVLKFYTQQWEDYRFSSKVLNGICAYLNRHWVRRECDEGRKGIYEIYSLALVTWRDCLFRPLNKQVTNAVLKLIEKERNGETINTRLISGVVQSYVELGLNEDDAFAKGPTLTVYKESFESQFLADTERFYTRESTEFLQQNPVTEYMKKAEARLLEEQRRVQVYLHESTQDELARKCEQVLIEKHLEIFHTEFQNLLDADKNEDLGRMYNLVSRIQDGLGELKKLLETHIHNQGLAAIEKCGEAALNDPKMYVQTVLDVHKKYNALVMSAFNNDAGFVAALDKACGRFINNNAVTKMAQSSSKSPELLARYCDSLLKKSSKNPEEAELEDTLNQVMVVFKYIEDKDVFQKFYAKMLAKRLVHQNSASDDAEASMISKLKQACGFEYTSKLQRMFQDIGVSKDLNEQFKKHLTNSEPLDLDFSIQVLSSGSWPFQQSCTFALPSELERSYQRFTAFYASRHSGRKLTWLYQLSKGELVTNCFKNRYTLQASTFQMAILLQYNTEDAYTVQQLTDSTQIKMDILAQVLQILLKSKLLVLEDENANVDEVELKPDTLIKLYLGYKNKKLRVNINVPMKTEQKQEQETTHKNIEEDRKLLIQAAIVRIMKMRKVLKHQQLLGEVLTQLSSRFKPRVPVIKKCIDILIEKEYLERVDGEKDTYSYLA
# * hit, by the source's call. An excerpt; count on the stated rates, not on these rows.
mol | ROC1-CUL1 inh
c1csc(-c2nc3ccccn3c2Nc2ccc3c(c2)OCCO3)c1 | 6
COc1cc(Cl)c(C)cc1NC1=NS(=O)(=O)c2ccccc21 | -3
O=C1c2cc3ccccc3c(-c3ccccc3)c2C(=O)C1(Br)c1ccccc1 (configuration not stated) | 4
Oc1ccc(N=Cc2cc(Cc3ccccc3)cc(Br)c2O)cc1-c1nc2ccccc2o1 | 0
CCCCN(CC)C(=O)CCCn1c(=O)c2cccn2c2ccccc21 | 2
CCC(C(=O)Nc1ccccc1C)c1ccccc1 (configuration not stated) | 4
CCC1(C#N)c2ccccc2C=CN1C(=O)c1ccccc1 (configuration not stated) | 1
Cc1nn2c(=O)cc(COC(=O)c3cccc(NC(=O)COc4ccccc4C)c3)nc2s1 | 0
CC(=O)c1ccccc1OCC(O)Cn1c(CO)nc2ccccc21 (configuration not stated) | 2
Cc1cc(NS(=O)(=O)c2ccc(NC(=O)c3ccco3)cc2)no1 | 0
CCOC(=O)C1C(=N)n2c(s/c(=C/c3ccc(F)cc3)c2=O)=C(C#N)C1c1ccc(F)cc1 (configuration not stated) | 10
COc1ccc(N2CCN(C(=O)c3ccc(C)s3)CC2)cc1 | 1
Cc1nc(-c2ccc(NC(=O)c3ccccc3)cc2)cs1 | -4
COc1ccccc1CNC(=O)COCc1cc(-c2cccs2)on1 | 7
COc1ccc(N2CCN(C(=O)c3cc(C(F)(F)F)[nH]n3)CC2)cc1 | -5

# Next results:
mol | ROC1-CUL1 inh
COc1ccc(C(=O)N2CCC3(CCCN(Cc4cccnc4)C3=O)C2)o1 (configuration not stated) | 0
O=C(Nc1ccccc1OCC1CCCO1)NC1CCCCC1 (configuration not stated) | 9
COc1cccc(OCCOc2ccc(Cl)cc2/C=C2/C(=N)N3N=C(C(C)C)SC3=NC2=O)c1 | 9
CCCCN(CCCC)CCCn1cc(C(=O)NC(=O)OCC)c(=O)[nH]c1=O | 0
COCCN1C(=O)CC(CC(=O)N2CCCC(c3cccc(C)c3)C2)(c2ccccc2OC)C1=O (configuration not stated) | 0
CC1(C)NC(=O)C(C#N)=C(S)N1c1ccccc1 | -7
O=C(c1cn(CCCc2ccccc2)nn1)N1CCC(C(=O)N2CCCC2)CC1 | 6
Fc1ccc(N2CCN(c3ncnc4c3nc3n4CCCC3)CC2)cc1 | -1
CCOC(=O)c1sc(NC(=O)COc2ccccc2C(C)C)c(C#N)c1C | 2
CCC(=O)N[C@@H]1c2ccccc2C2(CCN(C(=O)c3cc(CC)on3)CC2)[C@H]1OCc1cccnc1 | 2
CCS(=O)(=O)N1CCc2cc(C(=O)Nc3cccc(C)c3C)ccc21 | 3
CCOc1ccc2nc(NC(=O)c3nc(SCc4ccc(C)cc4)ncc3Cl)sc2c1 | -2
CC(C(O)c1cc(=O)c(OCc2ccccc2)co1)[N+](=O)[O-] (configuration not stated) | -3
O=C(COc1ccc(Cl)cc1Cl)OCC(Cl)=C(Cl)Cl | -4
C/C(=N/NC(=O)C1CC1c1ccccc1)c1ccccc1 (configuration not stated) | 12

# Gathered by group, the entries above with a Cl atom (4)
mol | ROC1-CUL1 inh
COc1cc(Cl)c(C)cc1NC1=NS(=O)(=O)c2ccccc21 | -3
COc1cccc(OCCOc2ccc(Cl)cc2/C=C2/C(=N)N3N=C(C(C)C)SC3=NC2=O)c1 | 9
CCOc1ccc2nc(NC(=O)c3nc(SCc4ccc(C)cc4)ncc3Cl)sc2c1 | -2
O=C(COc1ccc(Cl)cc1Cl)OCC(Cl)=C(Cl)Cl | -4

# (more compounds)
mol | ROC1-CUL1 inh
Cc1cc(SCc2ccccc2F)nc2ccccc12 | -1
Cn1cnc2c1c(=S)[nH]c(=O)n2C | 3
Cc1ccc(-n2c3nc(=O)n(C)c(=O)c-3cc3ccccc32)c(C)c1 | 3
COCCO[C@H]1[C@H](NC(=O)C(C)C)c2ccccc2C12CCN(C(=O)c1cccc(C)c1C)CC2 | -9
CC(C)CNc1nc(Oc2ccc(OCC(N)=O)nn2)nc(N2CCOCC2)n1 | -1
COc1ccc2c(c1)C(C)=CC(C)(C)N2C(=O)c1ccco1 | 2
CCOC(=O)c1oc2ccc(S(=O)(=O)n3nc(-c4ccc(C)cc4)cc3N)cc2c1C | -14
N#Cc1c(-c2ccccc2)c(-c2ccccc2)n[nH]c1=O | 50*
O=C(NCCC(c1ccccc1)c1ccccc1)C1CC12CCN(C(=O)/C=C/c1ccc(F)cc1)CC2 (configuration not stated) | -3
Cc1ccc(C)c(OCC(=O)N2CCc3ccccc3C2)c1 | 3
CCOc1cccc(CN2CCCC(c3[nH]ncc3CC(C)C)C2)c1O (configuration not stated) | -3
CC(C)CCNC(=O)C1CCN(S(=O)(=O)N(C)C)CC1 | 8
Cc1cc(=O)oc2c(C(=O)/C=C/c3ccco3)c(O)ccc12 | -2
Cc1ccc(Oc2ncccc2CNC(=O)Cn2ccc(C)n2)cn1 | 1
CC(C)(C)OC(=O)N1CCC(c2c(C(=O)N3CCC(c4ccccc4)C3)cnn2-c2cccc(Cl)c2)CC1 (configuration not stated) | -17

# Part of the list above in order of SMILES length, lowest first.
mol | ROC1-CUL1 inh
CC(C)CCNC(=O)C1CCN(S(=O)(=O)N(C)C)CC1 | 8
Cc1ccc(Oc2ncccc2CNC(=O)Cn2ccc(C)n2)cn1 | 1
Cc1ccc(-n2c3nc(=O)n(C)c(=O)c-3cc3ccccc32)c(C)c1 | 3
O=C(NCCC(c1ccccc1)c1ccccc1)C1CC12CCN(C(=O)/C=C/c1ccc(F)cc1)CC2 (configuration not stated) | -3
CC(C)(C)OC(=O)N1CCC(c2c(C(=O)N3CCC(c4ccccc4)C3)cnn2-c2cccc(Cl)c2)CC1 (configuration not stated) | -17

# Additional compounds.
mol | ROC1-CUL1 inh
Cc1ccoc1C(=O)N1CCC2(CCCN(CCC3CCCCC3)C2=O)C1 (configuration not stated) | 2
Nc1nnc(/C=C/c2ccccc2Cl)s1 | -2
CS(=O)(=O)N1N=C(c2c(-c3ccccc3)c3cc(Cl)ccc3[nH]c2=O)CC1c1ccccc1 (configuration not stated) | 13
CCOC(=O)C1CCCN(C(=O)c2cc(NC(=O)COC)c3c(c2)ncn3CCc2ccccc2)C1 (configuration not stated) | 3
O=C(NCCC1=CCCCC1)c1ccc(Br)cc1 | 9
COC(=O)c1cnn2c(C(F)(F)F)cc(C)nc12 | -4
O=C(Nc1ccc(Br)cc1F)c1ccccc1F | -12
COc1ccc(N2CCN(C(=O)c3c(C)oc4ncn(CC(C)C)c(=O)c34)CC2)cc1 | -4
CCN(CC)CCN=C(N)C(C#N)CC1=Nc2ccccc2C1=O (configuration not stated) | 0
COc1cccc(-n2c(C)cc(/C=C3\C(=N)N4N=C(c5cccc(C)c5)SC4=NC3=O)c2C)c1 | -10
CSC(CC(C)(C)C)=NC12CC3CC(CC(C3)C1)C2 | -12
C=CCC(O)(CC=C)C(C)NCc1c(C(=O)N2CCCC2)nc2sccn12 (configuration not stated) | 10
Cc1ccccc1OCC(=O)Nc1c(C)ccc2nsnc12 | 1
Cc1cccc(NC(=O)C2CCCN(S(=O)(=O)c3cnc[nH]3)C2)c1C (configuration not stated) | -4
Cc1ccc(NC(=O)C23CCC(C)(C(=O)O2)C3(C)C)c(Br)c1 (configuration not stated) | 8

# Additional results follow.
mol | ROC1-CUL1 inh
COc1ccc2c(Sc3ccc(Cl)cc3)c(C(=O)NCCCN3CCCCC3)[nH]c2c1 | -1
COC(=O)c1ccc(NC(=O)c2cc(S(=O)(=O)N3CCOCC3)cn2C)cc1 | 3
CN1CCCN(c2ncccc2CNCc2cc(C#CCO)cs2)CC1 | -5
CCc1ccccc1NC(=O)NC(CC)Cn1nnc2ccccc2c1=O (configuration not stated) | 3
Cc1ccccc1CN1CCN(C(=O)Nc2cccc(C)c2C)CC1 | 2
COc1ccc(Cc2nn3c(Cc4ccc(Cl)cc4)nnc3s2)cc1 | 1
Cc1cc(C(=O)N2CCc3[nH]nc(Cc4ccc(Cl)cc4)c3C2)n(C)n1 | -6
CCc1ccc(CSc2nc(-c3ccc(OC)cc3)nc3c2Cc2c(CO)cnc(C)c2O3)cc1 | -4
CC(C)(C)c1ccc(-c2nc3ccccc3c(=O)n2-c2cccc(C(F)(F)F)c2)cc1 | 7
COc1cc(Cn2c(=O)sc3ccccc32)ccc1OCCC(C)C | 9
O=C(CSc1ncccn1)Nn1cnnc1 | 1
CC(C(=NC(=O)c1ccccc1)C(=O)NC1CCCCC1)c1ccc(Cl)cc1 (configuration not stated) | 3
CCCOC(=O)c1c(NC(=O)c2ccc(Br)o2)sc2c1CCCC2 | -1
O=C1Oc2cccnc2C(=O)C1C(c1ccc(Cl)cc1)C1C(=O)Oc2cccnc2C1=O (configuration not stated) | 38*
CCCCCOC(=O)c1ccc(NC(=O)c2ccccc2Br)cc1 | 9

# Remaining list, next part:
mol | ROC1-CUL1 inh
CN(Cc1ccccc1)C(=O)c1ccccc1N | 5
N#Cc1c(N)nc2c(c1-c1ccc(Cl)cc1Cl)CCCC2 | 13
COc1cccc(N2CCN(C(=O)c3cc4c(=O)oc5ccc(C)cc5c4s3)CC2)c1 | 3
CCCCOc1ccc(C(=O)Nc2ccc(-c3cc4ccccc4oc3=O)cc2)cc1 | -3
CC(C)N(C(=O)Cn1cc(SCC(=O)Nc2ccccc2F)c2ccccc21)C(C)C | 3
Cn1nc(-c2ccccc2O)c2c1CC(C)(C)CC2=O | -4
COc1ccc(OC(NC(=O)CN2C(=O)c3ccccc3S2(=O)=O)C(Cl)(Cl)Cl)cc1 (configuration not stated) | -3
O=C(c1ccc[n+]([O-])c1)N1CCC2(CCCN(CC3CCCCC3)C2)C1 (configuration not stated) | 5
C=CCn1c(COc2ccc(Cl)cc2)nnc1SCC(=O)Nc1cc(Cl)ccc1Cl | -5
OC1Cc2cc(Cl)ccc2Sc2ccccc21 (configuration not stated) | -7
CC(=O)c1sc(NC(=O)COc2ccc(Br)cc2)nc1C | -3
CCc1nc2ccccc2c(=O)o1 | 2
CCOC(=O)C1CCCN(C(=O)c2oc3ccc(C)cc3c2C)C1 (configuration not stated) | 3
CCOc1ccccc1NC(=O)c1c(CC)noc1C | 0
O=C1Nc2ccc(Br)cc2C1(O)Cc1ccccn1 (configuration not stated) | 1

# (further entries)
mol | ROC1-CUL1 inh
CCOc1ccc(-c2ccc(NS(=O)(=O)c3ccc(C)cc3)cc2)nn1 | 13
O=C(O)CCn1c(=O)oc2cc(Br)ccc21 | 6
COc1ccc2c(c1)c(N1CCCC1=O)c(C(=O)Nc1ccc(Cl)cc1C)n2C | -3
COc1ccc(-c2csc3ncn(Cc4ccc(Cl)c(Cl)c4)c(=O)c23)cc1 | -16
CN(C)c1ccc(C(=O)CC2(O)C(=O)N(Cc3ccccc3)c3ccccc32)cc1 (configuration not stated) | 15
CC(C)(C)c1ccc(-c2cc(C(=O)N/N=C/c3ccsc3)c3ccccc3n2)cc1 | -8
COc1ccc(OC)c(C2CC(=O)NC3=C2C(=O)CC(c2cccs2)C3)c1 (configuration not stated) | 11
COCCCN1C(=O)CC(CC(=O)N(C)Cc2cccc3ncccc23)(c2ccccc2C)C1=O (configuration not stated) | 2
Cc1sc2nc(-c3ccccc3F)oc(=O)c2c1C | -3
CC(C)Sc1ccccc1C(=O)NC1CC1 | 0
Cc1cccc(C(=O)Nc2ccc(C(=O)NNC(=O)CCc3ccccc3)cc2)c1 | -7
CCCC12CN3CC(CCC)(CN(C1)C31C(=O)Nc3ccccc31)C2=O (configuration not stated) | 5
CCc1ccc(-n2nc(CO)c(C(=O)NCc3ccccc3OC)n2)cc1 | -6
N#C/C(=C\c1ccc(-c2ccccc2Br)o1)C(=O)N1CCOCC1 | 6
Cc1ccc(C)c(SCCc2nn3c(-c4ccccc4)nnc3s2)c1 | 0

# ROC1-CUL1 inh: hit marks shown above.
mol | ROC1-CUL1 inh
N#Cc1c(-c2ccccc2)c(-c2ccccc2)n[nH]c1=O | 50*
O=C1Oc2cccnc2C(=O)C1C(c1ccc(Cl)cc1)C1C(=O)Oc2cccnc2C1=O (configuration not stated) | 38*

# (cont.)
mol | ROC1-CUL1 inh
CCC(C(=O)NCCc1ccc(Cl)cc1)n1nc(C)c2c(C)n(-c3ccccc3)nc2c1=O (configuration not stated) | -5
CN1CCCN=C1C1Sc2ccccc2C1=O (configuration not stated) | 8
C[C@@H]1CN(Cc2nnnn2CC(=O)N2CCN(C3CCCC3)CC2)C[C@H](C)O1 | -2
N#Cc1c(-c2ccccc2)n2c(-c3ccccc3)nn(-c3ccccc3)c2nc1=O | -2
Cc1ccc(N2CC(NC(=O)/C=C\c3ccc4c(c3)OCO4)CC2=O)cc1C (configuration not stated) | -1
Cc1ccc2c(c1)-c1c(cnn1CC(=O)N1CCN(c3ccccc3F)CC1)CO2 | -2
Cc1cc(Cl)ccc1OCC(=O)N(Cc1ccco1)Cc1ccccc1F | 7
Cc1cc(C(=O)NC2CCCCC2)ccc1NS(C)(=O)=O | 13
COc1cc2ncc(C(=O)c3ccc(C)cc3)c(N3CCCCC3)c2cc1OC | -7
COc1ccc(-c2cc(-c3ccccc3)nc(SCC(=O)NCc3ccco3)c2C#N)cc1 | 0
COc1ccc(-c2[nH]c3c(c2-c2c(-n4cccc4)n(C)c(=O)n(C)c2=O)c(=O)n(C)c(=O)n3C)cc1 | -5
O=C(Cc1ccccc1)Nc1ccc(S(=O)(=O)N2CCCC2)cc1 | 1
CCOc1ccc(NCC(O)Cn2c(-c3ccccc3)c(-c3ccccc3)c3cc(C)cc(C)c32)cc1 (configuration not stated) | -8
COc1cc(NC(=O)c2noc3c2CCc2ccccc2-3)cc(OC)c1OC | 1
CN(C)CCNC(=O)c1ccc(OC2CCN(Cc3ccncc3)CC2)c(Cl)c1 | -10

# Additional results follow.
mol | ROC1-CUL1 inh
S=c1nc(-c2nc(-c3ccccc3)cc(-c3ccccc3)n2)[nH][nH]1 | 14
S=C(Nc1cccc(Cl)c1)NC1CCCCC1 | 5
COc1ccc(OC)c(N=C2c3ccccc3C(=O)C2c2ccccc2)c1 (configuration not stated) | 8
COC(=O)c1ccc(Cl)c(NC(=O)c2ccccc2C)c1 | -3
